Source: PubChem BioAssay
PAD4 FP inh – blocks human protein arginine deiminase 4; AID 485272; Q9UM07; hit rate 0.41% among 330,000; inhibition, % at 6.36 µM; recombinant PAD4, RCA probe fluorescence polarization;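 active means percent inhibition above a cutoff equal to the mean of all tested compounds plus 3 SD, cut at about 15% in these data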;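 further: 0% = PAD4 with RCA probe and DMSO and 100% = probe without PAD4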
GSTO1 counter – GSTO1 inhibition, counter-screen for RBBP9 inhibitors; hit rate 1.1% among 300,000; inhibition, % at 5.96 µM; P78417; AID 1974; recombinant GSTO1, activity-based probe fluorescence polarization;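 active means inhibition above the campaign mean inhibition plus 3 SD, cut at about 35% in these data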;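 further: 0% = GSTO1-1 with DMSO and 100% = wells lacking GSTO1-1 enzyme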
Target sequence (P78417 whole entry, looked up): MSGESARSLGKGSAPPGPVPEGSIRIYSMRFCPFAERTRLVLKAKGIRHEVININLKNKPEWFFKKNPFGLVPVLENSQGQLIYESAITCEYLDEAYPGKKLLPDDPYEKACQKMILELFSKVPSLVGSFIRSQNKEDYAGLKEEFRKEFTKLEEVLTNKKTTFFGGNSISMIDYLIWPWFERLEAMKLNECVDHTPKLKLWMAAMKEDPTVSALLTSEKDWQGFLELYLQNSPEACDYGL
PAFAH1B3 inh – PAFAH1B3 (human) inhibition; Q15102; recombinant PAFAH1B3, FP-rhodamine probe, fluorescence polarization; inhibition, % at 3.39 µM; hit rate 0.28% among 340,000; AID 492972;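 active means inhibition above the screen-wide average of all tested compounds plus 3 SD, cut at about 25% in these data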;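 further: 0% = enzyme with DMSO only and 100% = wells lacking PAFAH1B3 protein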
PME-1 primary – PME-1 (human) inhibition; recombinant PME-1, FP-Rh probe fluorescence polarization; hit rate 0.53% among 320,000; AID 2130; inhibition, % at 5.9 µM;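 active means inhibition above the campaign mean of all compounds plus 3 SD, cut at about 26% in these data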;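 further: competitive labeling of PME-1 active site by serine hydrolase directed probe; 0% = PME-1 with DMSO and 100% = wells lacking PME-1 enzyme; inhibitors block probe labeling so polarization falls and inhibition rises; many of its hits are not listed in these tables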
Target sequence (Q9Y570 whole entry, looked up): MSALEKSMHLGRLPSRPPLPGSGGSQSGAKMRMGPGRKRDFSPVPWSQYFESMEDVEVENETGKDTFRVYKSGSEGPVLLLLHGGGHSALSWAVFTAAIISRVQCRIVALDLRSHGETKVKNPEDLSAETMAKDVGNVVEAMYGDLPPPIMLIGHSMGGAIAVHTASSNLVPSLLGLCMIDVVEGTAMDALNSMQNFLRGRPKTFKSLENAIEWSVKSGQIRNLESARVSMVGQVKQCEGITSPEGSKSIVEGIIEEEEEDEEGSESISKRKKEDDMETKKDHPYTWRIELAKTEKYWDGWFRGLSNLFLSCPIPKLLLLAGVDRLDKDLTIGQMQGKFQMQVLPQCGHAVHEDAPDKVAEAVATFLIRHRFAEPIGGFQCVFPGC
LYPLA2 inh – counter-screen for PME1 inhibitors: inhibitors of human LYPLA2. O95372. recombinant LYPLA2, FP-Rh probe fluorescence polarization. inhibition, % at 5.9 µM. hit rate 0.38% among 320,000;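 active means inhibition above the screen-wide mean plus 3 SD, limit set per campaign, cut at about 26% in these data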;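 further: 0% = LYPLA2 with DMSO and 100% = wells lacking LYPLA2 enzyme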
Target sequence (O95372 whole entry, looked up): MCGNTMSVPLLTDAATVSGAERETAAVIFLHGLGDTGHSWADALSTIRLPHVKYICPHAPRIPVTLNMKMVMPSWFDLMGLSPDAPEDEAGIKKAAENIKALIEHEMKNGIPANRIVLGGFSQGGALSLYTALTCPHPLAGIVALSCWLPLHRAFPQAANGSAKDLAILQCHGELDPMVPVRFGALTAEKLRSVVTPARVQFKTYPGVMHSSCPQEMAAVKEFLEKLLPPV
pPAFAH FP inh – pPAFAH (human) enzyme inhibition. Q13093. recombinant pPAFAH, FP-rhodamine probe fluorescence polarization. inhibition, % at 3.39 µM. hit rate 1.5% among 330,000. AID 463082;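 active means inhibition above the mean inhibition across the screen plus 3 SD, cut at about 25% in these data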;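 further: inhibitors block binding of the rhodamine activity-based probe so polarization drops; 0% = enzyme with DMSO and 100% = wells lacking pPAFAH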
LYPLA1 counter – LYPLA1 (human) inhibition in PME1 counter-screen; O75608; recombinant LYPLA1, FP-Rh probe fluorescence polarization; hit rate 0.16% among 320,000; AID 2174; inhibition, % at 5.9 µM;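 active means inhibition above the mean of all tested compounds plus 3 SD, set per campaign, cut at about 14% in these data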;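 further: inhibitors block serine hydrolase probe labeling of LYPLA1 so polarization falls; 0% = enzyme with DMSO and 100% = wells lacking LYPLA1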
PAFAH1B2 inh – blocks human PAF acetylhydrolase 1b catalytic subunit 2; P68402; recombinant PAFAH1B2, FP-rhodamine activity probe, fluorescence polarization; inhibition, % at 3.39 µM; hit rate 1.2% among 340,000;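 active means inhibition above the mean of all tested compounds plus 3 SD, cut at about 24% in these data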;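 further: 0% = enzyme with DMSO and 100% = wells lacking PAFAH1B2; many of its hits are not listed in these tables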
PREPL inh – inhibits the human prolyl oligopeptidase-like enzyme | hit rate 0.68% among 320,000 | recombinant PREPL, fluorescence polarization activity-based probe | Q4J6C6 | inhibition, % at 5.96 µM | AID 2751; in the data active means inhibition above about 43%;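 further: 0% = enzyme with DMSO and 100% = wells lacking enzyme; many of its hits are not listed in these tables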
Numbers without * were called inactive; x = not tested or not shown. Some of the compounds tested; rates above refer to the full screens.

Each structure is followed by: PAD4 FP inh | pPAFAH FP inh | PREPL inh | PAFAH1B3 inh | LYPLA2 inh | GSTO1 counter | LYPLA1 counter | PME-1 primary | PAFAH1B2 inh
N#CCCSc1nc(N2CCOCC2)c2c(c1C#N)CCCC2
  -3 | 5 | 7 | 1 | 0 | -15 | 1 | 19 | -1
COc1ccc(C(=O)N2CCCC(CNC(=O)c3ccccc3Cl)C2)o1 (stereo unspecified)
  -4 | 6 | -2 | 7 | 10 | 6 | 4 | 4 | 0
O=C(O)CCc1ccc(-c2ccc(Br)cc2)n1Cc1ccco1
  -1 | 45* | 0 | -3 | 4 | 2 | -1 | -2 | 5
O=C(Cc1coc2cc(O)ccc12)NNC(=O)c1cccs1
  -1 | -3 | 9 | 7 | x | x | x | x | 12
C/C(=N\NC(=O)C1(C)NC(C)(C)Cc2ccccc21)c1ccccc1 (stereo unspecified)
  -6 | 4 | 2 | 6 | 8 | 6 | 4 | -2 | 4
CCc1ccc(C2CC(c3ccccc3)n3ncnc3N2)cc1 (stereo unspecified)
  1 | 4 | -12 | 1 | 7 | 9 | 9 | -2 | 8
OCC[C@@H]1C[C@@H](O)[C@H](O)[C@]2(CCc3ccccc3O2)O1
  6 | 3 | 0 | 9 | 4 | 3 | -1 | 6 | -1
COc1ccccc1-n1nnnc1SCC(=O)NC1CC1
  -1 | 3 | -4 | 9 | 1 | -6 | -4 | 0 | 4
Cc1ccc(CN2CCN(/N=C/c3cccnc3)CC2)c(C)c1
  3 | -1 | 14 | 4 | 25 | 0 | 7 | -1 | 5
O=C(COC(=O)c1ccc[nH]c1=O)NCC12CC3CC(CC(C3)C1)C2
  5 | 3 | -2 | 3 | -3 | x | -2 | 0 | 12
COc1cccc(Cn2c(Oc3ccccc3)nc3c2c(=O)n(C)c(=O)n3C)c1
  2 | 5 | -7 | 10 | -2 | -3 | 0 | 4 | -3
Cc1ccc(CSc2nc3c(cc2C#N)CCC3)cc1
  9 | 0 | 6 | 4 | 8 | 6 | -3 | 0 | 1
Nc1n[nH]c(-c2ccc([N+](=O)[O-])cc2[N+](=O)[O-])n1
  0 | 4 | 12 | -2 | 1 | -4 | -3 | 1 | -7
C[C@]12c3[nH]c4ccc(Cl)cc4c3CCN1C(=O)[C@@H](CC(=O)NCCCn1ccnc1)C[C@@H]2C(=O)N1CCOCC1
  2 | 1 | x | 11 | x | x | x | x | 4
O=C(NCCOc1ccccc1F)c1cc([N+](=O)[O-])ccc1N1CCOCC1
  -3 | -4 | 2 | 6 | 8 | -4 | 3 | 7 | -1
CC1CCCC(NC(=O)CN2C(=O)COc3ccccc32)C1C (stereo unspecified)
  -1 | 2 | 4 | 3 | 2 | -5 | 0 | -1 | 2
COc1ccccc1CNC(=O)c1ccc(CS(=O)(=O)c2ccccc2)o1
  -1 | 5 | -4 | 1 | -1 | 3 | -1 | -1 | 8
CSCC[C@H](NC(=O)[C@@H]1Cc2ccccc2CN1)C(=O)Nc1cccc(C)c1
  1 | -3 | 9 | 0 | 0 | 1 | -2 | 3 | 1
CC(C)(C)NC(=O)CC1C[C@H](C(=O)N2CCOCC2)[C@@]2(CCC3CCCC3)c3[nH]c4ccccc4c3CCN2C1=O (stereo partly specified)
  -4 | 1 | 20 | 3 | x | x | x | x | 5
O=C(COC(=O)c1ccco1)NCCNC(=O)COC(=O)c1ccco1
  2 | -1 | 4 | 8 | -6 | 5 | -2 | -4 | -4
OCCN1CN=C(Nc2nc3ccccc3s2)NC1
  -3 | 3 | 33 | 1 | 6 | 8 | 0 | -5 | 3
CCCCN(C(=O)c1cc(S(=O)(=O)N2CCOCC2)ccc1Cl)c1c(N)n(CC(C)C)c(=O)[nH]c1=O
  -7 | 3 | -9 | 5 | 2 | -4 | 4 | -3 | 5
Cc1c(Br)c(C(F)(F)F)nn1CC(=O)NCCCn1ccnc1
  3 | 0 | 7 | 13 | 8 | 13 | 4 | -2 | -1
COCCn1c(SCC(=O)NCc2ccc3c(c2)OCO3)nc2ccccc2c1=O
  0 | 2 | -2 | 8 | -1 | 8 | 0 | -5 | 6
Cn1cnnc1SCc1ccc(C(=O)n2ncc(C#N)c2N)cc1
  2 | 4 | 21 | -8 | 6 | 6 | 2 | -2 | 4
Cn1c(CNC(=O)c2ccco2)nnc1SCC(=O)N1c2ccccc2Sc2ccccc21
  2 | 0 | -12 | 0 | 4 | 0 | 3 | 0 | 8
Cc1cc(C)c(C(N)=O)c(SCC(=O)c2ccc(Cl)cc2)n1
  -5 | -5 | -5 | 1 | -7 | 10 | 0 | 0 | 3
Cc1ccc(N(CCCCN2C(=O)c3ccccc3C2=O)C(=O)c2ccc(Cl)s2)cc1
  -1 | 4 | -4 | -7 | -6 | -5 | 1 | -5 | 0
O=C(CNC(=O)c1ccc(S(=O)(=O)N2CCCC2)cc1)N/N=C/c1ccc(Cl)cc1Cl
  -4 | -4 | 11 | -8 | 5 | 0 | -6 | -13 | -6
Cc1ccc(C(=O)NCC(=O)OCC(=O)NC2CCCCCCC2)cc1
  1 | 10 | 2 | 1 | 7 | 2 | 0 | -7 | -1
CC(=O)Nc1ccc(S(=O)(=O)N(C)CC(=O)OCC(=O)c2ccc3c(c2)NC(=O)CO3)cc1
  -2 | -1 | 18 | 1 | 18 | x | 4 | -1 | 2
C[C@@H]1CC=C[C@H]2[C@H]1C(=O)N(Cc1ccccc1)[C@H]2c1ccoc1
  -4 | -1 | 16 | 10 | -1 | 1 | -3 | 4 | 3
Cc1cccc(C(=O)NC(=S)Nc2ccccc2C(F)(F)F)c1
  -2 | -2 | -7 | -2 | -1 | 4 | -3 | -4 | 0
CCN(CC)C(=O)c1[nH]cnc1C(=O)N[C@@H](Cc1ccccc1)C(=O)OCc1ccccc1
  -2 | 4 | 1 | 1 | -10 | 1 | -1 | -1 | 4
COc1ccc(NC(=O)CCNC(=O)Cn2ccc3ccccc3c2=O)c(OC)c1
  -2 | 1 | -2 | 0 | 10 | 3 | 8 | -2 | 4
CCOc1ccccc1N(CC(=O)NCCSCc1ccco1)S(=O)(=O)c1ccccc1
  4 | 7 | -8 | -1 | 7 | -2 | 3 | -3 | 1
CC(C)=CC(=O)O[C@H]1[C@@H]2[C@H](C)C(=O)O[C@@H]2C[C@@H](C)[C@@H]2[C@@H](O)CC(=O)[C@]21C
  4 | 2 | 0 | 9 | 1 | 4 | 4 | 2 | 3
O=C(COC(=O)CNC(=O)c1ccccc1)NCCCc1ccccc1
  -1 | 10 | 7 | 5 | x | x | x | x | 6
O=C(N/N=C/c1cccnc1)c1ccc([N+](=O)[O-])cc1Cl
  -5 | 5 | 8 | 0 | 5 | 1 | -1 | -1 | -1
COc1cccc(NC(=O)Cn2c(-c3cncs3)nc3ccccc32)c1
  -3 | -6 | -1 | 8 | 1 | 4 | -4 | -2 | 2
O=C(C1CCN(C2CC(=O)N(Cc3ccccc3)C2=O)CC1)N1CCCCCC1 (stereo unspecified)
  4 | -4 | 4 | 2 | 1 | 3 | 3 | -5 | 2
COc1ccc(C2C(C(=O)c3ccco3)=C(O)C(=O)N2c2nnc(C)s2)cc1OC (stereo unspecified)
  -4 | 6 | 6 | 0 | 0 | -2 | -4 | 2 | -1
O=S1(=O)CCC(NCC2CCCO2)C1 (stereo unspecified)
  -1 | -1 | 2 | -1 | 5 | 9 | -2 | 2 | -1
COc1cc(-c2noc(C3CCCN(C(=O)c4ccccc4)C3)n2)cc(OC)c1OC (stereo unspecified)
  1 | 1 | -4 | 4 | 7 | 3 | 6 | 5 | 5
O=C(Nc1ccccc1)c1ccccc1NC(=O)C1CCCCC1
  -3 | 3 | -6 | 4 | 0 | 4 | -6 | 1 | 6
CCCCCCCCCCCCN1C/C(=C\C(=O)OCC)c2ccccc2S1(=O)=O
  2 | 3 | 13 | 7 | 1 | 4 | 0 | -1 | 7
O=C(NN=C1CCCC1)c1ccc(Cl)cc1
  -7 | -6 | -2 | 2 | -5 | 8 | -1 | -11 | 4
COc1ccccc1C(=O)Nc1cc2cc(Br)ccc2oc1=O
  0 | 1 | 2 | -2 | 0 | -1 | 2 | -2 | -2
CC(C)Cc1[nH]c(=O)c(C#N)c2c1COC(C)(C)C2
  -3 | 3 | -5 | 1 | -3 | 4 | -1 | -3 | 3
CN(CC(=O)Nc1cc(Cl)ccc1Cl)C1CCS(=O)(=O)C1 (stereo unspecified)
  7 | -2 | 5 | 3 | 7 | x | 2 | 0 | -8
Cc1noc(/C=C/c2cccs2)c1S(=O)(=O)N1CCC(C(=O)NCCCN2CCCC(C)C2)CC1 (stereo unspecified)
  -10 | -3 | 17 | 6 | 2 | 9 | 3 | 3 | 1
COc1ccc(C(C(=O)NC(C)(C)C)N(Cc2cccnc2)C(=O)CCC(=O)Nc2cc(C)on2)cc1 (stereo unspecified)
  -4 | 3 | 3 | 0 | -3 | 2 | -2 | 1 | -4

Sorted by molar mass (rising): nine of the compounds above
Each structure is followed by: PAD4 FP inh | pPAFAH FP inh | PREPL inh | PAFAH1B3 inh | LYPLA2 inh | GSTO1 counter | LYPLA1 counter | PME-1 primary | PAFAH1B2 inh
O=S1(=O)CCC(NCC2CCCO2)C1 (stereo unspecified)
  -1 | -1 | 2 | -1 | 5 | 9 | -2 | 2 | -1
O=C(NN=C1CCCC1)c1ccc(Cl)cc1
  -7 | -6 | -2 | 2 | -5 | 8 | -1 | -11 | 4
CC(C)Cc1[nH]c(=O)c(C#N)c2c1COC(C)(C)C2
  -3 | 3 | -5 | 1 | -3 | 4 | -1 | -3 | 3
CN(CC(=O)Nc1cc(Cl)ccc1Cl)C1CCS(=O)(=O)C1 (stereo unspecified)
  7 | -2 | 5 | 3 | 7 | x | 2 | 0 | -8
O=C(C1CCN(C2CC(=O)N(Cc3ccccc3)C2=O)CC1)N1CCCCCC1 (stereo unspecified)
  4 | -4 | 4 | 2 | 1 | 3 | 3 | -5 | 2
COc1ccc(C2C(C(=O)c3ccco3)=C(O)C(=O)N2c2nnc(C)s2)cc1OC (stereo unspecified)
  -4 | 6 | 6 | 0 | 0 | -2 | -4 | 2 | -1
CCCCCCCCCCCCN1C/C(=C\C(=O)OCC)c2ccccc2S1(=O)=O
  2 | 3 | 13 | 7 | 1 | 4 | 0 | -1 | 7
COc1ccc(C(C(=O)NC(C)(C)C)N(Cc2cccnc2)C(=O)CCC(=O)Nc2cc(C)on2)cc1 (stereo unspecified)
  -4 | 3 | 3 | 0 | -3 | 2 | -2 | 1 | -4
Cc1noc(/C=C/c2cccs2)c1S(=O)(=O)N1CCC(C(=O)NCCCN2CCCC(C)C2)CC1 (stereo unspecified)
  -10 | -3 | 17 | 6 | 2 | 9 | 3 | 3 | 1
